# Assay outcomes (PubChem)
# UBC9 SUMO inh – blocks human SUMOylation mediated by UBC9; P63279; HTRF SUMOylation assay, SAE1/SAE2 + UBC9, in vitro; inhibition, % at 35 µM; 290,000 tested, 0.36% active; in the data active = inhibition above about 50%, passing the limit was not always enough; also: strong numbers were not always called active
# VIM-2 inh – inhibitors of Pseudomonas aeruginosa VIM-2 metallo-beta-lactamase; purified VIM-2, nitrocefin hydrolysis, epi-absorbance fluorescence; inhibition, % at 5.6 µM; 290,000 tested, 0.89% active; AID 1527;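 active = inhibition above the mean of all tested compounds plus 3 SD, cutoff set per screening run, cut at about 7.5% in these data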;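 also: red hydrolysis product quenches plate fluorescence so inhibitors raise well fluorescence; 0% = enzyme with DMSO and 100% = DMSO without enzyme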
# IDE act – boosts human insulin-degrading enzyme activity in HEK cells. P14735. FAbeta-B cleavage, fluorescence polarization; 0% vehicle, 100% cell-free pure enzyme wells. activation, % at 5.96 µM. 340,000 tested, 0.073% active. AID 493087;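 active = activation above the mean of all tested compounds plus 3 SD, set per screening campaign, cut at about 17% in these data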
# Target sequence (P14735 whole entry, looked up): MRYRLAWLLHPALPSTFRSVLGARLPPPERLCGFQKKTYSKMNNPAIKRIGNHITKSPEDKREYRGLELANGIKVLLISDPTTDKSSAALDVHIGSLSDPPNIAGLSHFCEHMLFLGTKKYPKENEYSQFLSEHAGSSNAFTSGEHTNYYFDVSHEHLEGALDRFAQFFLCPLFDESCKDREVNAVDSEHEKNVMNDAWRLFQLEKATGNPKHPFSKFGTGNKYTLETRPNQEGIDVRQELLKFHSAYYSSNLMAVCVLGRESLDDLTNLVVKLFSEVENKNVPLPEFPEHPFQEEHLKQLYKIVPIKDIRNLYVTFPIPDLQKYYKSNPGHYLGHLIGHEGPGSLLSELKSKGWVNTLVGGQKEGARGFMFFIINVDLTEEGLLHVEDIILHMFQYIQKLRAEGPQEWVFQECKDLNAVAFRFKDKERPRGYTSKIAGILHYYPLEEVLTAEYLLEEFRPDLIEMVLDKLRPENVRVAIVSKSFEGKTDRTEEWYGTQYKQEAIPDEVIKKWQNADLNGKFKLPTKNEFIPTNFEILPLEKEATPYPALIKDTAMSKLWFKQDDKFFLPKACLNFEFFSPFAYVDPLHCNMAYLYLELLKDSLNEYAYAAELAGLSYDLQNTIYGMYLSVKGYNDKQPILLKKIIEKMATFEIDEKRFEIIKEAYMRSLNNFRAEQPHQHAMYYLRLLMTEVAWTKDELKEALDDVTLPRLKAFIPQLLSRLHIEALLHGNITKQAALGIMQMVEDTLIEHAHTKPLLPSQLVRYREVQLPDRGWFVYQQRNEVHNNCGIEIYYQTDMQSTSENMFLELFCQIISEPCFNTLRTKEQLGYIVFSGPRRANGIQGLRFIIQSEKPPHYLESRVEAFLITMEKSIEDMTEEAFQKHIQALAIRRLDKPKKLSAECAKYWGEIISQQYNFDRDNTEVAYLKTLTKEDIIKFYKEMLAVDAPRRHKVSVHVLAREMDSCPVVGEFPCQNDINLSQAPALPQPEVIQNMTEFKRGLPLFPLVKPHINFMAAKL
# DNA FID counter – displaces DNA intercalator in HCV helicase counter-screen; DNA fluorescent intercalator displacement, fluorescence; inhibition, % at 7.9 µM; 290,000 tested, 0.17% active; in the data active = inhibition above about 37%;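 also: 0% = vehicle and 100% = reference compound; higher means more ethidium bromide displaced from hairpin DNA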
# IMP-1 inh – blocks Pseudomonas aeruginosa IMP-1 metallo-beta-lactamase; purified IMP-1, nitrocefin hydrolysis, epi-absorbance fluorescence; inhibition, % at 5.6 µM; 290,000 tested, 0.45% active;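 active = inhibition above the mean plus 3 SD of all compounds in the same screening run, cut at about 4.5% in these data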;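 also: 0% = IMP-1 with DMSO and 100% = DMSO wells lacking enzyme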
#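 System: purified recombinant IMP-1 beta-lactamase. Medium: Zinc- and detergent-supplemented HEPES buffer, pH 7.1. Compound: one 5.6 µM dose […]. Schedule: 15 min preincubation plus 25 min reaction at 25 °C. Technique: Epi-absorbance fluorescence, 480 nm excitation, 530 nm emission.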
# M18AAP inhibitor – PfM18AAP enzyme inhibition; recombinant PfM18AAP, H-Glu-NHMec fluorogenic cleavage; inhibition, % at 7.35 µM; 290,000 tested, 1.2% active;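 active = inhibition above the campaign mean inhibition over all tested compounds plus 3 SD, cut at about 28% in these data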;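 also: 0% = plate median of test compound wells and 100% = 2 mM ZnCl2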
# IDE cell inh – inhibitors of human insulin-degrading enzyme in cells; inhibition, % at 5.59 µM; 320,000 tested, 0.41% active; HEK cells, FAbetaB cleavage, fluorescence polarization; P14735; AID 434962;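 active = percent inhibition above the average of all tested compounds plus 3 SD, set per screening campaign, cut at about 16% in these data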;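 also: IDE supplied by intact live HEK cells; FP after avidin binding of uncleaved biotin substrate so inhibition keeps polarization high; 0% = DMSO wells and 100% = 60 µM reference IDE inhibitor Ii1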
# HCV NS3 hel inh – blocks Hepatitis C virus NS3 helicase unwinding. NS3 helicase DNA unwinding, Cy5 molecular beacon fluorescence. inhibition, % at 10.9 µM. 290,000 tested, 0.56% active;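 active = inhibition above the mean of all tested compounds plus 3 SD, set per campaign, cut at about 35% in these data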;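 also: 0% = DMSO wells and 100% = thioflavine S control wells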
#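 assay system = NS3 helicase fragment of HCV | buffer or medium = MOPS pH 6.5, MgCl2, DTT, Tween20, BSA | timing = 60 min unwinding reaction at 25 °C after ATP addition | signal = Cy5 beacon fluorescence read at start and 1 h | read-out basis = % inhibition of unwinding | control set = low DMSO, high thioflavine S at 110 µM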
# p-CIP stab down – lowers stability of the mouse p/CIP coactivator protein; decrease of EGFP signal, % at 10 µM; AID 1984; Q05BA5; 290,000 tested, 0.01% active; F442A p/CIP-EGFP cells, EGFP fluorescence, 16 h;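 active = EGFP signal decrease of at least 30% at 10 µM or well 3 SD below plate mean, unless failing retest; inactive = the rest, including hits failing retest or dose response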; also: some compounds called inactive have numbers as strong as hits; many of its hits are not listed in these tables
# Active calls of the source: *; . = not tested or not shown; & = joins results of further samples. No enrichment for hits (roughly 3.6% active in at least one column).
SMILES,UBC9 SUMO inh,VIM-2 inh,IDE act,DNA FID counter,IMP-1 inh,M18AAP inhibitor,IDE cell inh,HCV NS3 hel inh,p-CIP stab down
COc1ccc(OC)c(C2CC(=O)C(C)C(c3cc(OC)ccc3OC)N2)c1 (configuration not stated),-5,-1.1,-1,-8,-3.0,-3,2,2,-10
COc1ccc(C)cc1NC(=O)CCS(=O)(=O)c1ccc2c(c1)oc(=O)n2C,2,-4.9,4,-11,-1.8,-2,3,-1,-2
N#Cc1cc([N+](=O)[O-])ccc1NCCCn1ccnc1,7,6.0,7,2,-1.2,-2,-1,3,-12
C/C(=N\NC(=O)c1ccco1)c1ccc(-c2ccccc2)cc1,8,-3.2,-3,-24,-1.6,2,5,4,1
CCc1nnc(NC(=O)c2ccc(S(=O)(=O)NCC(C)C)cc2)s1,-5,-3.3,-1,-9,-1.5,1,-14,-2,6
CC(=O)N1N=C(c2ccccc2)CC1c1cn(Cc2ccccc2)c2ccccc12 (configuration not stated),-9,-3.2,-4,-1,-1.8,-10,4,35,-11
CN1CCCN(C(=O)Cc2c(Cl)cccc2Cl)c2nc3ccccc3nc21,-10,-5.5,1,-19,-2.3,-3,-1,5,-18
COc1ccc(-c2nn(C)c3sc(C(=O)NCCN(C)C)cc23)cc1OC,22,17*,1,15,-3.0,0,1,-3,7
Cc1ccc2[nH]c3c(=O)n(CC(=O)NCCCN(C)Cc4ccccc4)ncc3c2c1,15,1.6,5,20,-1.1,-8,-9,-9,-6
O=C(c1cccc(C(F)(F)F)c1)C1CCCN(C(=O)CCCn2cncn2)C1 (configuration not stated),-1,-0.9,-1,-10,-0.1,-4,2,2,6
COc1ccccc1-n1c(N)c(C(=O)NCC2CCCO2)c2nc3ccccc3nc21 (configuration not stated),1,-3.2,3,-19,-2.8,17,1,4,-28
Cc1cc(C)cc(N=c2c([N+](=O)[O-])nn(-c3cccc(Cl)c3)n2O)c1,4,-4.0,6,-1,-4.2,13,-3,-3,-2
CC1CCc2c(sc3nc(CSc4nnnn4C)[nH]c(=O)c23)C1 (configuration not stated),-11,-0.3,-7,-20,-1.7,4,1,-8,12
Cc1ccc(-n2c(SCc3cc(=O)n4ccsc4n3)nnc2-c2cccnc2)c(C)c1,16,-2.4,-11,-29,-2.4,1,5,11,-4
Cc1ccc(-c2[nH]c3ccccc3c2SCCNC(=O)c2ccc(S(=O)(=O)N3CCOCC3)cc2)cc1,11,-1.0,3,-4,-2.6,-5,-3,-3,-6
Cc1cc(C)n(CC(=O)N/N=C/c2ccc3c(c2)OCO3)n1,10,-3.2,-2,-2,-3.0,-1,2,-1,-12
COC(=O)C1=C(C)NC(=S)NC1c1ccc(OC(=O)c2ccco2)cc1 (configuration not stated),3,-4.0,1,-1,-3.8,-2,-1,-1,-10
COC(=O)CSc1nnc(CCc2ccccc2)n1C,-16,-0.8,1,-4,-1.1,0,1,6,2
Cc1cccc(CN2CCc3c([nH]c4ccccc34)C2C(C)(C)C)n1 (configuration not stated),-3,0.8,2,1,0.1,21,1,8,3
CC(NC(=S)Nc1ccccc1)C(c1cccs1)N1CCOCC1 (configuration not stated),-43,-3.2,5,-13,-3.0,6,2,-5,-2
O=C(Nc1nnc(C2CCCC2)s1)C1CCN(S(=O)(=O)c2ccc(Cl)cc2)CC1,-26,-2.8,0,-3,-2.5,-2,1,6,6
CC(C)NC(=O)CSc1nnc2sc3ccccc3n12,9,-1.2,6,-3,-1.1,-4,2,2,1
CC1CN(C(=O)Nc2ccc(F)cc2)C2(CCCCCC2)O1 (configuration not stated),9,1.8,-2,2,-2.5,4,-4,0,-7
CC12CCCCC1(O)[N+](=O)C1=C(CCCC1)N2[O-] (configuration not stated),9,-4.0,3,-3,-4.5,15,5,1,5
CCOC(=O)CNc1c(-c2ccc(OC)cc2)nc2ccc(Cl)cn12,20,-1.0,0,-9,-2.1,1,-17,-6,-11
# The list continues.
SMILES,UBC9 SUMO inh,VIM-2 inh,IDE act,DNA FID counter,IMP-1 inh,M18AAP inhibitor,IDE cell inh,HCV NS3 hel inh,p-CIP stab down
O=C(NCC(c1cccs1)N1CCOCC1)c1ccc(Cl)c([N+](=O)[O-])c1 (configuration not stated),3,-1.7,4,6,-0.3,5,3,-1,-13
CCOc1ccccc1C(=O)NCC(=O)OCC(=O)N1C(C)CCCC1C (configuration not stated),-33,0.6,-8,-7,0.1,-15,2,-1,14
O=C(NCCN1CCOCC1)N1c2ccccc2Sc2ccccc21,-9,-5.0,3,1,-3.3,1,2,-2,1
CCCCNC(=S)NNC(=O)c1c(Cl)c(C)nn1C,12,-3.5,-1,-5,-2.6,-1,-1,1,-1
COCCNC(=O)c1cc(-c2ccccc2OC)on1,30,-2.3,5,-8,-2.5,-13,2,-6,-19
Cc1cc(OCC(=O)N(C)Cc2ccccc2)ccc1Cl,-1,-3.2,1,-28,-3.5,0,-3,-1,5
CCCCC(CC)CNC(=O)Cn1c(=S)[nH]c2ncccc2c1=O (configuration not stated),-1,-1.0,.,-6,-3.6,-9,-1,-10,-9
O=C(CC(c1ccccc1)C1CCCCC1=O)c1ccco1 (configuration not stated),21,-3.4,3,-11,1.3,0,0,-5,1
CCN(CC)c1ccc(/C=C(\C#N)C(=O)NCc2ccccc2)cc1,-4,-1.2,-17,-3,-3.6,-3,23*,-2,0
O=C(N/N=C/c1ccsc1)c1ccccn1,-10,-3.7,7,-7,-8.6,13,4,7,-10
CC(=O)OCCNC(=O)Cn1cnc2c1c(=O)n(C)c(=O)n2C,13,-2.3,4,5,-2.2,5,3,-6,6
Cc1ccccc1C1CCCN(C(=O)c2cc(COc3c(F)cccc3F)on2)C1 (configuration not stated),-21,-3.8,-4,-21,-3.3,5,3,-4,11
CC(C)(C)C1CCc2c(sc(N)c2C(N)=O)C1 (configuration not stated),-5,-0.3,-2,-14,-0.3,8,5,16,-18
COc1ccc(C2/C(=C(/O)c3ccc(F)cc3)C(=O)C(=O)N2c2ccccn2)cc1OC (configuration not stated),4,0.1,2,-6,-4.4,2,2,11,-5
CCC(=O)Nc1ccc(S(=O)(=O)Nc2cc(C)on2)cc1,0,-2.7,-5,-2,-4.3,3,1,0,3
CC1=C(C(=O)OC(C)C)C2(O)C(=O)c3ccccc3C2(O)N1 (configuration not stated),14,-3.3,4,3,-1.8,-6,4,-4,-20
CC(C)(O)CC[C@H](OC(=O)c1ccccc1)[C@](C)(O)[C@H]1CC[C@@]2(O)C3=CC(=O)[C@@H]4C[C@@H](O)[C@H](O)C[C@]4(C)C3CC[C@]12C (some centres not stated),13,2.3,6,-42,-0.2,-9,2,-20,1
Cc1ccc2oc(-c3ccccc3C(=O)O)cc(=O)c2c1,24,1.1,6,-2,-2.8,11,2,0,-14
O=C(CSc1nc(-c2ccc(Cl)cc2)cs1)Nc1cccc([N+](=O)[O-])c1,-18,-2.3,0,12,1.2,4,2,0,-23
O=C(Nc1ccc2[nH]c(=O)[nH]c2c1)c1c(F)c(F)c(F)c(F)c1F,18,2.0,2,6,-0.4,11,4,-7,1
COc1ccc(OC2CCN(S(=O)(=O)c3ccc(OC)cc3)CC2)cc1,-8,0.7,9,-31,1.4,-6,-1,8,1
COc1ccc(NC(C)=O)cc1NC(=O)CSc1nnc(-c2ccncc2)n1C,-18,-1.0,-1,-4,-2.5,-1,2,-1,2
COc1ccccc1C(=O)OCCNC(=O)Cn1cnc2c1c(=O)n(C)c(=O)n2C,11,-2.9,3,1,-3.5,-3,0,3,2
COc1ccccc1NC(=S)N(Cc1ccccn1)Cc1ccccc1Cl,-25,-2.8,4,-12,-1.7,1,-7,-18,5
O=c1c2ccccc2sn1-c1nccs1,-11,-3.4,.,1,-5.0,-1,.,4,-3
# More records follow:
SMILES,UBC9 SUMO inh,VIM-2 inh,IDE act,DNA FID counter,IMP-1 inh,M18AAP inhibitor,IDE cell inh,HCV NS3 hel inh,p-CIP stab down
COc1ccc(/C=C2\SC(=S)N(CCCC(=O)Nc3cc(C)on3)C2=O)cc1OC,-9,-0.5,-8,-4,-1.2,-6,11,27,-1
CCOC(=O)NC(=O)C(=CNNc1ncc(C(F)(F)F)cc1Cl)C(=O)NC(=O)OCC,6,-3.1,3,-3,-2.0,-11,8,10,-7
O=c1c2ccccc2cnn1Cc1n[nH]c(=S)n1-c1ccc(Cl)cc1,2,1.9,-5,-8,-3.0,35*,1,2,-10
O=C(Nc1ccc(F)c(Cl)c1)C1CCN(S(=O)(=O)c2cccnc2)CC1,-8,2.1,-6,0,-2.4,1,-2,4,5
CCOc1cc(-c2noc(-c3ccncc3)n2)cc(Br)c1OC,-16,-3.4,2,-2,-1.6,-4,2,2,-12
Cc1cccc(N2CC(C(=O)Nc3ccc4c(c3)OCCO4)CC2=O)c1C (configuration not stated),4,-1.1,3,-33,-1.1,-6,1,-3,-4
CCOc1ccc(-c2c(C(=O)N/N=C(\C)c3cccnc3)nnn2-c2nonc2N)cc1,8,0.1,4,-26,1.4,1,6,-2,1
Cc1ccc(-c2cc(C(=O)NCc3cccnc3)no2)cc1,13,-0.7,4,-16,-6.4,-3,1,12,-2
COCCN(CC1CCCN(C2Cc3ccccc3C2)C1)C(=O)CCC(F)(F)F (configuration not stated),0,-1.2,1,-4,0.0,-5,-4,2,-7
Cc1cc(NC(=O)COC(=O)c2cc(S(=O)(=O)N3CCOCC3)ccc2N2CCCCC2)no1,6,-1.9,1,-6,-2.9,0,6,-10,-3
COc1ccc(C2C(C(=O)NCCN3CCOCC3)c3ccccc3C(=O)N2C2CCCCC2)cc1 (configuration not stated),0,0.8,.,2,-0.5,3,-3,-11,-4
O=C(Nc1ncc([N+](=O)[O-])s1)c1cccs1,7&-3,-1.1&-0.4,-1&-3,3&2,-2.3&-3.2,-4&5,2&0,12&4,-16&6
Cn1nnnc1SCC(=O)N1CCc2ccccc2C1,20,-1.8,-4,1,-3.4,0,-1,-1,-1
O=C(N1CCCCC1)C12CC3CC(CC(C3)C1)C2,12,3.3,-1,1,-0.4,3,4,7,2
Cc1nnc(SCc2ccc(Cl)cc2Cl)[nH]c1=O,10,-2.3,6,-9,-4.2,8,0,16,-13
COCCCNC(=O)CN(C1CCCCC1)S(=O)(=O)c1ccc(C)cc1,8,-1.4,-2,-28,-2.8,-3,2,0,-27
CCOC(=O)C1CCN(Cc2cc(=O)n3c(-c4ccccc4)csc3n2)CC1,4,1.0,4,-13,-1.0,-3,-5,0,6

# 4 compounds picked at random from those above:
SMILES,UBC9 SUMO inh,VIM-2 inh,IDE act,DNA FID counter,IMP-1 inh,M18AAP inhibitor,IDE cell inh,HCV NS3 hel inh,p-CIP stab down
O=C(N1CCCCC1)C12CC3CC(CC(C3)C1)C2,12,3.3,-1,1,-0.4,3,4,7,2
Cc1nnc(SCc2ccc(Cl)cc2Cl)[nH]c1=O,10,-2.3,6,-9,-4.2,8,0,16,-13
Cc1cccc(N2CC(C(=O)Nc3ccc4c(c3)OCCO4)CC2=O)c1C (configuration not stated),4,-1.1,3,-33,-1.1,-6,1,-3,-4
O=c1c2ccccc2cnn1Cc1n[nH]c(=S)n1-c1ccc(Cl)cc1,2,1.9,-5,-8,-3.0,35*,1,2,-10
